# Screening data from PubChem.
# PPC-1+TRAIL kill – compounds killing PPC-1 cancer cells with TRAIL present (potentiator screen, no TRAIL-free arm) | PPC-1 cells + TRAIL, ATPLite viability luminescence | cell killing (% activity), % at 4 µM | actives 0.41% (n = 220,000);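 active = cell killing above 50% in the first pass at 4 µM, then a duplicate retest at 5 µM averaging 50% or more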;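 note: plate controls were cells with TRAIL plus DMSO for no effect and medium-only wells lacking cells for full effect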
# CHOP inhibitor – inhibitors of CHOP induction in ER stress response; CHO-K1 CHOP-promoter luciferase, tunicamycin-induced, 15-18 h; actives 3.8% (n = 220,000); inhibition, % at 10 µM;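 active = compounds that reduced the stress-induced luciferase reporter signal by more than about 70% of percent inhibition, limit read from the data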;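 note: 0% = tunicamycin plus vehicle and 100% = wells without tunicamycin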
# PGE2 EP2 inh – inhibitors of human EP2 prostaglandin E2 receptor; C6 glioma cells expressing human EP2, cAMP TR-FRET; cells stimulated with saturating PGE2; actives 0.52% (n = 260,000); AID 1422; inhibition, % at 25 µM;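 active = percent inhibition above 40 after rounding to a whole number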;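 note: rat C6 glioma host cells with rolipram phosphodiesterase inhibitor present; the protocol text gives 20 µM as final concentration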
# NPY-Y1 PAM-ag – potentiators or agonists of human neuropeptide Y receptor Y1; NPY-Y1 expressing cells, potentiator/agonist activation; P25929; actives 0.37% (n = 220,000); activation, % at 3.6 µM; in the data active = activation above about 33%, passing the limit was not always enough;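 note: cells stimulated with NPY at EC10 then isoproterenol at EC100; 0% = low agonist plus stimulus and 100% = saturating agonist plus stimulus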
# EP2 modulator – EP2 receptor (human) modulation; actives 0.83% (n = 260,000); P43116; EP2-expressing cells, cAMP HTRF FRET, PGE2 co-stimulation; induction, % at 25 µM; AID 940;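 active = compounds whose cAMP rise, as percent of the full-agonist control response, exceeds 60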;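 note: rat C6 glioma line stably carrying human EP2 under a CMV promoter; the protocol text gives 20 µM as final concentration; 100% = response of wells given 1 µM PGE2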
# 14-3-3 Bad inh – disrupts binding of bovine 14-3-3 zeta to phospho-Bad peptide | P63103 | TR-FRET 14-3-3zeta/Dy647-pBad peptide displacement, 1 h | inhibition, % at 21.7 µM | actives 0.71% (n = 220,000);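 active = inhibition above about 70%, limit read from the data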;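 note: 0% = full 14-3-3 plus peptide FRET controls and 100% = background without 14-3-3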
# Target sequence (P63103 whole entry, looked up): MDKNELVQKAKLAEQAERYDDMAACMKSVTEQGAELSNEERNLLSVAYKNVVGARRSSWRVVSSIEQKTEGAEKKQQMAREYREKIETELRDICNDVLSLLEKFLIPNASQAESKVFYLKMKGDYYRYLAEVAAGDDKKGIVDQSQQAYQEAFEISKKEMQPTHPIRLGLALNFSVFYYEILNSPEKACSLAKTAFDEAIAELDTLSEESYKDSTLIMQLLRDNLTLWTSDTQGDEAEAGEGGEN
# zfTRPN1 agonist – agonists of zebrafish TRPN1 channel; HEK293 zebrafish TRPN1-YFP, Fluo-8 calcium fluorescence; 100% = response to 87 µM carbachol; activation, % at 3 µM; actives 0.18% (n = 220,000); AID 1424;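 active = activation above its plate's cutoff, the mean activation of test wells on that plate plus 3 SD, cut at about 19% in these data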;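 note: 0% = DMSO alone and 100% = 87 µM carbachol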
#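 System: zebrafish TRPN1-YFP in HEK293 cells / Dosing: 3 µM single point / Timing: dye loading 1 h at 37 °C, then 30 min room temperature / Signal: Fluo-8 calcium fluorescence, excitation 470-495 nm, emission 515-575 nm / Read-out basis: percent activation from peak over basal fluorescence ratio, control-normalized / Control set: high carbachol 87 µM, low DMSO alone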
# NPY-Y1 antag – blocks the human neuropeptide Y Y1 receptor; actives 1% (n = 200,000); HEK293-CNG Y1 cells, membrane potential fluorescence; NPY at EC95, then isoproterenol; inhibition, % at 3.6 µM; P25929;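 active = inhibition above the campaign mean inhibition of all tested compounds plus 3 SD, cut at about 20% in these data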;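 note: 0% = DMSO wells given NPY plus isoproterenol and 100% = isoproterenol alone without NPY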
#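 Material: HEK293 Y1/CNG channel cell line | Also added: NPY (25 nM), isoproterenol (1 µM), Ro 20-1724 (25 µM) | Compound: One concentration, 3.6 µM, in 0.4% DMSO | Schedule: 3 h dye uptake, 1 h room-temperature compound, 45 min post-isoproterenol | Signal: Membrane-potential fluorescent dye readout | Read-out: % inhibition of NPY effect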
# TRPML3 agonist – human mucolipin-3 channel agonism; HEK293 TRPML3-YFP, Fluo-8 calcium fluorescence; 100% = the carbachol control signal; Q8TDD5; activation, % at 3 µM; actives 0.29% (n = 220,000); AID 1448;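 active = activation above its plate's cutoff, the mean activation of the plate's test wells plus 3 SD, cut at about 12% in these data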;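 note: 0% = DMSO only wells and 100% = carbachol wells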
# Target sequence (Q8TDD5 whole entry, looked up): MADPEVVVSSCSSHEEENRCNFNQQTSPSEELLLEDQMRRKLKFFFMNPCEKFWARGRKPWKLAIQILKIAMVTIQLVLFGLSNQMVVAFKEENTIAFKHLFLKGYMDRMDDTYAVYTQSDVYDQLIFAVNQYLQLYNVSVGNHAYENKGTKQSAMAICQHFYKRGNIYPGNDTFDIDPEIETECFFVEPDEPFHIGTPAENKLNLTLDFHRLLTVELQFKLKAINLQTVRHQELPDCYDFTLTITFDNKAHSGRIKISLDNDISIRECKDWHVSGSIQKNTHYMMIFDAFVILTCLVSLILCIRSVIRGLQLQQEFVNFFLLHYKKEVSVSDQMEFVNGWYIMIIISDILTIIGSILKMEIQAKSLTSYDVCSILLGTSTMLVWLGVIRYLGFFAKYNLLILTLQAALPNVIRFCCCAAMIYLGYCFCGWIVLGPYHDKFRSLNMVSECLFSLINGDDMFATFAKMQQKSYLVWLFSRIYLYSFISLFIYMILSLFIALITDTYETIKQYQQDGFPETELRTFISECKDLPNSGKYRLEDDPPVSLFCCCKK
#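 Material: HEK293 cells stably carrying human TRPML3-YFP; compound dosing: single dose, 3 µM final nominal compound, 0.3% DMSO final; incubation: 1-h 37 °C dye load, 5-s basal, 120-s post-compound reads; technique: Fluo-8 intracellular calcium fluorescence, excitation 470-495 nm, emission 515-575 nm; read-out basis: percent activation from peak-to-basal fluorescence ratio, scaled between DMSO and carbachol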
# The depositor's hits bear a star; · = no result given; & = joins results of further samples; [ ] = another dose, or the depositor's remark. Not all compounds are listed; rates above refer to the full screens.
canonical_smiles,PPC-1+TRAIL kill,CHOP inhibitor,PGE2 EP2 inh,NPY-Y1 PAM-ag,EP2 modulator,14-3-3 Bad inh,zfTRPN1 agonist,NPY-Y1 antag,TRPML3 agonist
C/C(=N\NC(=S)NC(C)C)c1ccc(Cl)s1,14,42,13,-7,0,4,-1.0,2,0.4
COc1cccc(OCC(=O)Nc2ccc(OC)c(OC)c2)c1,-12,5,19,-23,-24,8[fluorescence artefact?],1.0,-6,0.6
CN(Cc1ccccc1)C(=O)CSc1cc(=O)n(C)c2ccccc12,2,10,7,-3,-11,-6,-1.5,-4,0.2
Cc1cccc(-n2ncc3c(N4CCOCC4)ncnc32)c1,79*[5 µM],45,9,-20,-9,0[fluorescence artefact?],0.7,1,0.9
CC(C)OC(=O)CSc1nc(-c2ccc(F)cc2)cc(C(F)(F)F)n1,24,38,20,-39,-20,8[fluorescence artefact?],0.1,28*,-0.1
COc1cc(OC)c(NC(=O)c2ccccc2F)cc1Cl,22,5,6,-8,27,-21,-1.4,9,0.1
Oc1ccccc1C1=NCCNC(C(F)(F)F)=C1,8,1,10,1,0,-16,1.2,-4,1.3
Cc1ccc(CSCC(=O)N2CCOCC2)cc1,8,-17,11,8,20,4[fluorescence artefact?],-0.4,-2,0.8
c1ccc2c(c1)[nH]c1nc3nncn3nc12,1,26,-1,-9,-8,3,0.8,0,0.2
COc1ccc(N(C(=O)c2ccccc2)S(=O)(=O)c2cccs2)cc1,18,9,8,4,52,-7,-2.2,2,-0.4
Cc1cc(C(=O)CSc2nnc(Nc3ccccc3)s2)c(C)n1CC1CCCO1 (centres undefined),10,30,15,-16,-98,-22,-1.1,3,0.4
COc1cc([N+](=O)[O-])cc(/C=N/NC(=O)C(C)Nc2cccc3ccccc23)c1O (centres undefined),21,7,4,12,-3,-1[fluorescence artefact?],-3.4,0,-0.1
Cc1ccc2nc(NC(=O)C3CCCN(S(=O)(=O)c4cccnc4)C3)sc2c1 (centres undefined),-5,1,12,4,-22,1,1.9,0,-0.2
CC(C)COP(=O)(CNC(=O)CN1C(=O)c2ccccc2S1(=O)=O)OCC(C)C,20,-8,4,4,40,-10,0.9,-2,0.9
Cc1ccc(N(C(=O)c2cccs2)C2C=CS(=O)(=O)C2)cc1 (centres undefined),-8,8,16,12,7,1,0.6,8,-0.9
CCOC(=O)N1CCN(C(=O)c2cccc(OC)c2O)CC1,-8,-18,7,1,-15,2[fluorescence artefact?],0.0,0,0.8
CC(=C\C(=O)O)/C(=C\c1cccc2ccccc12)C(=O)O,11,-10,6,7,10,0,0.7,·,0.5
COc1ccc(Nc2ccccc2C(=O)O)cc1,14,-14,8,-47,17,-8,1.4,11,0.1
CNc1ccccc1C(C)(C)c1cc(-c2cccc([N+](=O)[O-])c2)no1,19,42,17,-1,0,0,-2.5,-1,-0.5
COc1ccc(N(CC(=O)Nc2cc(Cl)ccc2OC)S(=O)(=O)c2c(C)noc2C)cc1,-5,·,2,11,13,1,2.2,-1,0.9
COc1ccc(/C=C2\SC(=O)N=C2N)cc1,37,31,12,1,-54,-18[fluorescence artefact?],-1.2,-3,0.9
CCOC(=O)C1=C(C)NC(=O)NC1c1cccc(O)c1 (centres undefined),1,-12,4,-16,6,1,-0.8,7,0.8
CCOC(=O)Nc1ccc(S(=O)(=O)Nc2nccc(C)n2)cc1,16,56,8,5,-2,15,1.1,13,-0.4
S=c1[nH]cnc2sc(-c3ccccc3)cc12,9,-7,34,-26,-10,-19,-0.7,7,-0.3
O=C(NCC1CCCN(Cc2cccc(C(F)(F)F)c2)C1)c1ccc(F)cc1 (centres undefined),·,26,16,-2,-20,-14,1.2,7,-0.1
O=C(COC(=O)c1cnccn1)NCc1ccc(Cl)cc1,5,7,5,-8,-6,-10,-0.5,2,0.5
CN1C(=S)SC(N2OC3C(=O)N(c4ccccc4)C(=O)C3C2c2ccccc2)C1(C)C (centres undefined),34,11,7,-21,21,0[fluorescence artefact?],-1.1,0,0.1
Cn1c(=O)c2c(nc(SCC(=O)NC34CC5CC(CC(C5)C3)C4)n2C)n(C)c1=O,11,14,11,-7,15,5,-1.3,-3,0.8
COc1cccc(NC(=S)NCCc2ccccn2)c1,4,-30,8,22,25,3,0.8,3,0.4
COc1ccc(C2/C=C\CN(C(=O)C3CCCCC3)CC(=O)N2Cc2ccc(F)cc2)cc1 (centres undefined),17,36,8,·,17,-3,·,·,·
CO/N=C/NC(=O)NOCc1c(Cl)cccc1Cl,36,24,18,10,1,5,0.8,-5,-0.2
COc1cccc(NC(=O)c2ccc(CN3CCOCC3)cc2)c1,1,-7,17,6,12,2,4.1,1,1.7
CCOC(=O)COc1cccc2c(=O)n(CC(=O)N3CCc4ccccc43)ccc12,0,32,11,-2,3,-6,0.0,-5,0.1
CCc1ccccc1NC(=S)N1CCC(C(=O)c2ccc(F)cc2)CC1,1,8,8,3,-29,5,1.4,0,0.2
CC(NC(=O)c1cc(-c2ccccc2)on1)c1ccccc1 (centres undefined),8,58,6,-22,-18,-7,-0.4,18,0.4
O=C(NC1CCN(C(=S)NCc2ccco2)CC1)NC12CC3CC(CC(C3)C1)C2,6,17,8&12,16,-20&-4,-13[fluorescence artefact?],0.4,-4,-0.3
O=C(NCc1ccccc1C(F)(F)F)C1CC(c2ccccc2C(F)(F)F)=NO1 (centres undefined),-3,20,18,·,-2,2,·,·,·
NC(=O)c1c(NC(=O)c2ccccc2)sc2c1CCc1ccccc1-2,4,-27,11,-40,9,2,0.8,4,0.3
CC1CCN(c2nc(-c3ccc(F)cc3)cc(C(F)(F)F)n2)CC1,16,25,11,15,11,6,0.0,-3,0.1
COc1ccc(/C=C(\NC(=O)c2ccccc2)C(=O)N/N=C/c2cccnc2)cc1,-8,7,6,7,-14,1,0.6,·,0.2
COc1cc(NC(=O)/C=C/c2ccccc2[N+](=O)[O-])cc(OC)c1,-7,13,12,18,-8,0[fluorescence artefact?],-0.3,-2,-0.9
CCOc1ccc(C(=O)Nc2sc3c(c2C(=O)OC)CC(C)(C)NC3(C)C)cc1,15,-11,9,-12,-20,0,1.6,4,1.3
CCN(CC)Cc1cc2[nH]c3c4ccc(Cl)cc4ncc3c2cc1OC,6,-68,5,-17,-8,9,2.1,·,1.0
COc1ccc(C(C)=O)cc1CSCC(=O)O,-4,-6,5,7,11,-13,1.2,-1,1.1
COc1ccc(C(=O)N/N=C(/C)c2cccc(NC(=O)C(F)(F)F)c2)cc1,34,-8,11,-3,-4,-7,1.0,4,0.5
CCN1C(=O)c2cccc3c(NS(=O)(=O)c4ccc(NC(C)=O)cc4)ccc1c23,-15,-18,11,-4,-37,-7,0.8,1,0.0
CCOc1ccc2nc(SCc3ccccc3C#N)sc2c1,18,26,9,-23,23,0,0.0,8,0.3
COc1cc(/C=C/C(=O)Nc2ccc3nc4n(c(=O)c3c2)CCCC4)cc(OC)c1OC,25,32,6,4,-21,1,2.4,0,1.1
CCCOC1CCCN(Cc2cn(C)nc2-c2ccccc2F)C1 (centres undefined),11,2,5,-6,-14,-3,-0.1,2,0.6
COCCNc1nc(-c2cc(C)c(C)cc2C)cs1,-27,32,9,5,10,-17,-3.2,11,-1.2
CCN(CC)C(=O)Cn1c(=O)c2ccccc2n2c(=S)sc(-c3cccc(C)c3)c12,-2,8,6,-4,28,5,-1.1,3,-0.4
Cc1nc(COC(=O)c2c(C)nn(-c3ccccc3)c2C)cs1,15,20,15,2,7,-21,-0.8,4,-0.9
CCCCN(CC)CCCNC(=S)Nc1ccc2nc3n(c(=O)c2c1)CCCCC3,0,-36,1,3,-14,-12[fluorescence artefact?],0.8,-1,1.0
Cc1ccc2oc(=O)c3cc(C(=O)NCCN4CCN(C)CC4)sc3c2c1,15,30,7,-7,-6,5,0.3,9,0.2
CCSc1nnc(NC(=O)CN2C(=O)C3CC=CCC3C2=O)s1 (centres undefined),11,8,8,2,18,-2,-0.3,-5,1.0
S=c1[nH]nc(C2CC2)n1Cc1ccccc1,31,11,3,-24,22,-1,0.5,4,0.5
CCN1CCN(S(=O)(=O)c2ccc(S(=O)(=O)N(CC)Cc3ccccc3)cc2)CC1,23,55,5,8,2,3,0.4,7,0.8
Cc1ccc(-n2c(C)cc(/C=C3/SC(=O)N(CC(=O)N4CCOCC4)C3=O)c2C)nc1,42,-15,14,25,-12,1,0.6,·,0.1
COC(=O)c1ccccc1-c1ccc(/C=N/NC(=O)c2cc3ccccc3o2)o1,0,16,4,-16,-55,23,-0.6,9,-0.4
CC1(C)Cc2c(sc3nc(C4CC4)n(N)c(=O)c23)CO1,16,2,3,-2,17,0,1.4,·,0.5

# The listing continues.
canonical_smiles,PPC-1+TRAIL kill,CHOP inhibitor,PGE2 EP2 inh,NPY-Y1 PAM-ag,EP2 modulator,14-3-3 Bad inh,zfTRPN1 agonist,NPY-Y1 antag,TRPML3 agonist
O=C(O)C1=NN(c2ccccc2)C(=O)C1,-2,1,8,17,0,-10,-0.6,·,0.4
CCn1ncc(Br)c1C(=O)Nc1ccc(Cl)cn1,11,36,-1,-24,25,-1,0.2,-1,0.3
Cc1cc(C)cc(NC(=O)Cn2nnc3ccccc3c2=O)c1,9,11,2,5,-9,-9,0.9,1,0.5
CCN(CC)S(=O)(=O)c1cc(C(=O)Nc2cccnc2Cl)ccc1Cl,14,22,5,5,-14,-1,0.6,6,1.8
CC(C)c1nnc(NC(=O)CCCC(=O)O)s1,-12,14,16,-16,26,3,1.3,2,-0.1
COCc1c(C(=O)OC/C(O)=C(\C#N)c2nc3ccccc3[nH]2)oc2ccccc12,31,-8,5,-10,-54,-11,-0.3,20*,-0.3
CCN(CC)CCCN1C=C2C(=O)C(C)(OC(=O)CCc3ccccc3)C(=O)C=C2C=C1c1ccc(C#N)cc1 (centres undefined),23,13,31,·,3,4,·,·,·
CCCCSc1nc(C(=O)O)cc(=O)[nH]1,21,-7,12,-7,9,-15,1.5,·,1.3
